Screens deposited in PubChem BioAssay by National Center for Advancing Translational Sciences (NCATS).
Vif-A3F inh: inhibitors of Vif-A3F interaction; HeLa A3F-eYFP + Vif (tagged APOBEC3F with the HIV-1 protein that degrades it), YFP fluorescence increase; Potency, µM (doses to about 46.1 µM), for inactives: top-dose activity, negative = active; 390,000 compounds, 0.2% hits; further: potency means the concentration at half of the fitted maximal effect; % of control where 0% means no effect; nearly all actives have a fitted effect of over 65% in size
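HeLa cells stably expressing A3F-eYFP plus Vif, plated and incubated overnight at 37 deg C, then exposed to compounds overnight at 37 deg C. Blocked degradation read as raised yellow fluorescence (Ex 488/Em 500-530).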
LDHA block: LDHA (human) enzyme inhibition. P00338. purified LDHA, NADH/diaphorase-resazurin fluorescence; hits give low values. activity change, % (values are at about 110 or 230 µM). 480,000 compounds, 0.15% hits; in the data active means activity change below about -30%; inconclusive means mostly about -25% to -30%;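 further: plate controls were DMSO wells for no effect and wells without enzyme for full effect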
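Enzyme activity of human lactate dehydrogenase 5 (2 nM; 0.06 mM NADH, 0.2 mM pyruvate, 5 min, RT) is measured via a resazurin/diaphorase fluorescence readout of residual NADH.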
D2 ag: D2 dopamine receptor (human) agonism | P14416 | activation, % at 2 µM | 340,000 compounds, 0.53% hits | HEK293 T-REx D2 cells, calcium flux agonist mode | AID 485358;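 active means activation over 3 SD above normal in the single-dose calcium agonist read, cut at about 30% in these data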; further: 0% is about no effect
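In this primary screen, compounds producing a positive calcium signal within 180 s of addition to tetracycline-induced, force-coupled HEK293 Trex D2 cells are flagged; cells are dye-loaded with a no-wash calcium kit beforehand.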
D2 antagonist: antagonizes the human D2 dopamine receptor | inhibition, % at 10 µM | P14416 | HEK293 TREx D2 cells, calcium flux, dopamine EC80 | 340,000 compounds, 2% hits; in the data active means inhibition above about 30%; further: 0% is about no effect
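Cells plated overnight at 30 C with tetracycline; no-wash calcium dye, 30–90 min RT; 10 s baseline; compound pinned; 180 s read; EC80 dopamine added; another 180 s read.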
RGS4 inh: blocks human RGS4-accelerated GTP hydrolysis. P49798. Transcreener GDP fluorescence polarization, RGS4-accelerated GTP hydrolysis. Potency, µM (doses to about 114 µM), for the others: at the top dose activity change, negative = inhibition, actives largely listed as inhibitors. 390,000 compounds, 0.039% hits; further: potency means the concentration at half of the fitted maximal effect; on the % scale 0 is the no-effect control and ±100 the full control effect; nearly all actives have a fitted effect of over 75% in size; some results filed as inactive show a strong effect at the top dose
Target sequence (P49798 whole entry, looked up): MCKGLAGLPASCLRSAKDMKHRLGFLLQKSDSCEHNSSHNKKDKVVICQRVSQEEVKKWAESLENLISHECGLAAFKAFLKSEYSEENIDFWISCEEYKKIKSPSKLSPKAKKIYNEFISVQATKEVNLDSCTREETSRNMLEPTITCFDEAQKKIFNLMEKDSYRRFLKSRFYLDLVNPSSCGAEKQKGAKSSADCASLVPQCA
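MLSMR compounds (23 nl, pin-transferred) preincubated 10 min at room temperature with a 500nM (2x) first reagent, then RGS4 at 900nM (2x) plus Transcreener GDP mix added; fluorescence polarization (620/688 nm) read before and after 90 min at 30 °C.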
12-LOX inh: inhibitors of human 12S-lipoxygenase ALOX12. AID 1671190. purified 12hLO, xylenol orange hydroperoxide absorbance. Potency, µM (doses to about 108 µM), without a hit: top-dose activity change, negative = inhibition, usual class: inhibitors. P18054. 580,000 compounds, 1.1% hits; further: potency means the concentration at half of the fitted maximal effect; on the % scale 0 is the no-effect control and ±100 the full control effect
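Purified human 12hLO (150 nM final) in 25 mM Hepes, 0.01% Triton X-100, pH 7.0 was preincubated 15 min at room temperature with compound. Then 40 uM arachidonic acid was added, 30 min. Hydroperoxide was read by Fe-XO absorbance ratio 573/405 nm.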
Glioma ERSR ind: ER stress response induction in glioma; Potency, µM, without a hit: top-dose activation, most hits filed as activators; U87-MG GRP78 promoter luciferase reporter, 16 h; 420,000 compounds, 0.02% hits; further: potency means the concentration at half of the fitted maximal effect; series mostly up to about 76 µM; % of control where 0% means no effect; nearly all actives have a fitted effect of over 35% in size
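Stably transfected U87-MG human glioma cells carrying a GRP78-based luminescent sensor were seeded at 1000 cells/well, pin-dosed with compounds and incubated 16 h. Luciferase reagent was then added, and end-point luminescence was read after 10 min at room temperature.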
Vif-APOBEC3G blk: blocks the Vif interaction with human APOBEC3G; Q9HC16; Potency, µM (doses to about 46.1 µM), without a hit: at the highest dose activity, negative = active, actives largely listed as inhibitors; 410,000 compounds, 0.076% hits; HeLa A3G-eYFP + Vif (tagged APOBEC3G with the HIV-1 protein that degrades it), YFP fluorescence, overnight;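 further: potency means the concentration at half of the fitted maximal effect; on the % scale 0 is the no-effect control and ±100 the full control effect; nearly all actives have a fitted effect of over 60% in size; hits raise eYFP signal because A3G escapes Vif-driven loss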
Target sequence (Q9HC16 whole entry, looked up): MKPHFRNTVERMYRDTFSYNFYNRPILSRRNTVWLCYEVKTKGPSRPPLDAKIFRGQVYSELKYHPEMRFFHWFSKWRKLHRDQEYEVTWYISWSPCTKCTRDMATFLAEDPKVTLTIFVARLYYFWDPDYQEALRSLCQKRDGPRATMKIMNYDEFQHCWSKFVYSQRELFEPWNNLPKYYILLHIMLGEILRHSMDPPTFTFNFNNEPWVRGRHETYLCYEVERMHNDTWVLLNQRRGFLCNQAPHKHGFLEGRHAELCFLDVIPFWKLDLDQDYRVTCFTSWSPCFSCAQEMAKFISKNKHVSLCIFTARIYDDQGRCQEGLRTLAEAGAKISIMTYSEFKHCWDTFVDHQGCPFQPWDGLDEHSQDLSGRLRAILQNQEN
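HeLa cells stably expressing Vif and C-terminally eYFP-tagged A3G, seeded overnight at 37 deg C, then exposed to compound by pintool overnight at 37 deg C. Rise in yellow fluorescence (Ex 488/Em 500-530, Acumen) marks blocked Vif-driven A3G degradation.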
ERG-DNA inh: ERG Ets/DNA interaction inhibition | Potency, µM (titrated, usually from 76.9 µM), for inactives: at the highest dose FP activity, negative = inhibition, actives largely listed as inhibitors | 370,000 compounds, 0.028% hits | fluorescence polarization, His-ERG Ets domain / labelled DNA | P11308; active means well fitted inhibition curve with a large enough effect in the polarisation, with a control signal flat; inconclusive means small, poorly fitted or top-dose-only effect, or effect the other way, or a change in a side signal; inactive means no such curve, though single readings can be large or run the other way; the % refers to the polarisation;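 further: polarization taken with two DNA probes labelled with fluorescein and Texas red; potency means the concentration at half of the fitted maximal effect; % of control where 0% means no effect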
Target sequence (P11308 whole entry, looked up, the tested form may be a part): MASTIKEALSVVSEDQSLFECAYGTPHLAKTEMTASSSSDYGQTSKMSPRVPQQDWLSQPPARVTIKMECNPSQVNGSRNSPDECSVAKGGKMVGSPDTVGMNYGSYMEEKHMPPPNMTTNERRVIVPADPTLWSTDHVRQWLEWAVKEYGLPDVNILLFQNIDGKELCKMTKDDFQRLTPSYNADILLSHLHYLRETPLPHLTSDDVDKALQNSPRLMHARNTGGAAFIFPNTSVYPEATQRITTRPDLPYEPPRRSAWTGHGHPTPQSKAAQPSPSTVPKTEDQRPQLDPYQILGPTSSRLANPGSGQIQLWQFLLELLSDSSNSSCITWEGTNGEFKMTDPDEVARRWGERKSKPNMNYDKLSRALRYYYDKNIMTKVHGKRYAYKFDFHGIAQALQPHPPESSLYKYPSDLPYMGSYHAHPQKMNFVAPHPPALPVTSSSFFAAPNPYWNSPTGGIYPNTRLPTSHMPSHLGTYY
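His-tagged ERG Ets domain (1 uM in the protein solution; 300mM KCl, 50mM Tris-HCl, 1mM EDTA, 1mM DTT, pH 7.5) received compound, then a probe mix of 5 nM fluorescein-DNA and 100nM Texas-615-DNA. Fluorescence polarization was read for both dyes.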
Numbers without * were called inactive; ? = inconclusive; . = not tested or not shown; & = joins results of further samples; [ ] = remark or other dose. Unless noted, the call rests on the fitted dose curve; in most records, active means well fitted curve in the direction sought with a large enough effect; inconclusive means small, poorly fitted or top-dose-only effect, or another doubt; inactive means no such curve, though single readings can be large; an effect the other way counts as inactive or inconclusive. An excerpt (hit frequency here may not be typical).

| Structure | ERG-DNA inh | Glioma ERSR ind | 12-LOX inh | Vif-A3F inh | D2 antagonist | Vif-APOBEC3G blk | LDHA block | D2 ag | RGS4 inh |
| --- | --- | --- | --- | --- | --- | --- | --- | --- | --- |
| Cc1nn(-c2ccccc2)c(C)c1NC(=O)COc1ccc(Cl)cc1Cl | 0% | -4% | -7% | 1% | 3 | 0% | -12 | -0.4 | ? |
| Cc1cc(OCCOc2cccc3cccnc23)c(C)cc1Cl | -11% | -3% | 3% | 6% | 10 | 0% | -2 | -0.6 | 22%[11.4 µM] |
| O=C(NC1CCCCCCC1)c1ccc2c(c1)OCO2 | -9% | -9% | -14% | . | 4 | -3% | -1 | -0.3 | 9% |
| N#CC1=C2CCCCC2(O)NC1=O (centres undefined) | . | 0% | -17% | 2% | . | -1% | -17 | . | . |
| CN1CCN(P(=O)(c2ccccc2)c2nc3ccccc3s2)CC1 (centres undefined) | . | -3% | 6% | 0% | 17 | 3% | -7 | 0.4 | 2% |
| Cc1ccc(-n2ncc3c(=O)n(CC(=O)N4CCN(C(=O)c5ccco5)CC4)cnc32)cc1 | . | -2% | -8% | -2% | 1 | 1% | -5 | 0.1 | -11% |
| C[C@H]1CCC(=O)N([C@H](CSc2ccc(Br)cc2)Cc2ccccc2)CC1 | -1% | -5%&-3% | 9% | 1% | -1 | 0%&2% | -4 | 0.0 | -8% |
| O=C(NC(=O)N1CCN(c2ccc([N+](=O)[O-])cn2)CC1)c1c(Cl)cccc1Cl | -4% | -4% | . | -7% | 3 | 0% | 0 | 0.6 | -24% |
| O=C(CSc1nnc(-c2ccccc2)o1)NC(=O)Cc1ccccc1 | 3% | -3% | 114%[activator] | 1% | . | 2% | -10 | . | -2% |
| COc1ccc(CNC(=O)C2=CC(c3ccc(OC)cc3)=NS(=O)(=O)N2C)cc1 | -7% | -3% | -12% | -11% | 2 | 2% | -2 | -0.2 | -14% |
| CCNc1cc2n(c(=O)n1)CCc1cc(OC)c(OC)cc1-2 | . | 0% | 3% | -8% | . | -2% | -2 | . | 9% |
| Cc1ccc(NC(=O)/C=C/c2ccc([N+](=O)[O-])s2)cc1 | -5% | -7% | 4% | 7.9µM* | 0 | 3.2µM* | -8 | -0.2 | -10% |
| COc1ccc2cc(CCN3C(=O)c4ccccc4C3=O)c(=O)[nH]c2c1 | -9% | 0% | 2%[57.4 µM] | -5% | -12 | 4% | -7 | 0.7 | 18% |
| NC(=O)C(C(=O)/C=C/c1ccc(Cl)cc1)=C1SCCS1 | 6% | 2% | -24% | -17% | 7 | -12% | 0 | 1.6 | -25% |
| COc1cc2c(cc1OC)C(c1cccs1)N(C(=O)c1ccncc1)CC2 (centres undefined) | -1% | -3% | 3% | 1% | . | ? | 0 | . | -5% |
| O=c1c2oc3ccccc3c2n(Cc2ccccc2F)c(=O)n1Cc1ccc2c(c1)OCO2 | 3% | -3% | 0% | -4% | . | -6% | -6 | 0.2 | 24% |
| COCCNC(=O)c1ccccc1-c1nc(-c2ccccc2Cl)no1 | -2% | 4% | -7% | -5% | -29 | -6% | -3 | 0.9 | -8% |
| COC(=O)C(Cc1ccc(O)cc1)NC(=O)c1ccccc1OC (centres undefined) | -23% | -6% | ? | -10% | 1 | 6% | -3 | -0.7 | -12%[11.4 µM] |
| Cc1ccc2cccc(OCc3cccc([N+](=O)[O-])c3)c2n1 | -1% | 1% | 3% | 0% | -15 | -17% | 4 | -1.0 | -2%[56.9 µM] |
| Cc1ccc(-c2nnn3c2nc(NCCc2ccc(S(N)(=O)=O)cc2)c2ccccc23)cc1 | 3% | -4% | -9% | -4% | -7 | 1% | 4 | -1.1 | -53% |
| O=c1c(-c2nc3ccccc3s2)cccn1Cc1ccc(Cl)c(Cl)c1 | 0% | 8% | 0% | -3% | -8 | 3% | -11 | 0.2 | 22% |
| COc1cc(CNc2ccc(N3CCCC3)cc2)cc(Cl)c1OC | 0% | -9% | ? | -16% | 3 | ? | 23 | -0.9 | -107% |
| COc1cc([N+](=O)[O-])ccc1NC(=S)N1CCN(c2ccccn2)CC1 | -4% | 0% | -7% | -3% | -2 | -2% | 10 | 13 | -17%[56.9 µM] |
| Cc1ccc(N2CC(C(=O)Nc3ccncc3)CC2=O)cc1 (centres undefined) | -7% | -2% | 8% | 0% | . | 1% | -4 | . | -12% |
| O=C(c1ccc(Cn2cc(Br)cn2)cc1)N1CCN(c2ccccc2)CC1 | 8% | 1% | ? | -9% | 7 | ? | -2 | -0.2 | -35% |
| CCc1ccc2oc(C(=O)NCCc3ccc(S(N)(=O)=O)cc3)cc(=O)c2c1 | -12% | -2% | 0%&1% | 1% | 17 | -4% | -3&4 | 0.4 | -22%[56.9 µM] |
| NC(=S)N/N=C/c1ccccc1O | 1% | -3% | 0% | -15% | -1 | 4% | -1 | 0.8 | -8% |
| Cc1ccccc1Nc1c(-c2cccnc2)nc2ccccn12 | 1% | 2% | -3% | 0% | -7 | -11% | 0 | -0.9 | 13%[11.4 µM] |
| Cc1cc(C)c(OCCCNCc2ccccc2)c(Br)c1 | -24% | -5% | ? | 0% | 11 | -1% | -7 | 2.8 | 11% |
| COc1ccc(CNC(=O)CSc2nn3c(=O)c(C(C)(C)C)nnc3s2)cc1OC | 7% | 2% | -1% | -1% | 5 | -3% | -3 | 2.1 | -23% |
| CCOc1ccc(NC(=O)CCc2nnc3ccc(N4CCN(C)CC4)nn23)cc1 | -10% | 0% | -1% | 4% | 20 | 1% | -1 | 0.8 | 7%[11.4 µM] |
| CC(C)[N+](C)(C)CC#CC(O)(c1ccccc1)c1ccccc1 | -1% | -5% | ? | -13% | 10 | 0% | 11&-19 | -0.1 | -30% |
| CCOC(=O)c1c(-c2cccs2)csc1NC(=O)CN1CC(C)OC(C)C1 (centres undefined) | -4% | -7% | 241%[activator] | 2% | 5 | -1% | -3 | 1.0 | -9% |
| CSc1nc2ccc(NS(=O)(=O)c3ccc([N+](=O)[O-])cc3)cc2s1 | 0% | -4% | ? | 4% | . | -1% | -3 | . | -22% |
| Clc1ccc(-c2ccnc3nc(N4CCOCC4)nn23)c(Cl)c1 | 9% | -3% | 2% | 2% | . | 3% | -8 | . | 19% |
| CCC(C(=O)NCc1ccccc1OC)n1nc(C)n2c(cc3occc32)c1=O (centres undefined) | 1%&-6% | 1%&-4% | ? | 4%&2% | 13 | 5%&-1% | -4&2 | 1.5&-3.1 | 6%&19% |
| O=C(CCN1CCN(c2ccccc2)CC1)NNC(=O)c1cccc2ccccc12 | -11% | -4% | -9% | 2% | 85* | -10% | -5 | 74* | -27% |
| O=S(=O)(c1cccs1)N1CCN(CC(O)COc2cccc(Br)c2)CC1 (centres undefined) | -4% | -3% | ? | 0% | . | 1% | -19 | . | -22% |
| COc1ccc(CCn2c(N)c(C(=O)NCc3ccco3)c3nc4ccccc4nc32)cc1OC | . | -5% | -24% | ? | -7 | -11% | 9 | -0.4 | -47% |
| Cc1ccccc1-n1nc(-c2cccnc2)cc1C(=O)N/N=C/c1ccncc1 | 0% | 0% | 1% | -8% | 2 | -12% | -6 | 0.0 | 10% |
| CC1CCN(S(=O)(=O)c2cccc(C(=O)N3CCN(c4ccc(F)cc4)CC3)c2)CC1 | -4% | 2% | -20% | 2% | -2 | 0% | 4 | -0.1 | -27% |
| CCN1CCCC1CNC(=O)c1cc2cc(OC)c(OC)cc2[nH]1 (centres undefined) | 13% | -3% | 0% | 1% | -4 | -1% | -1 | -0.1 | -20% |
| CC(=O)c1ccc(NS(=O)(=O)c2ccc3ccccc3c2)cc1 | -4% | -2% | 14% | -1% | . | -6% | -9 | . | 5% |
| NC(=O)CCCn1c(C(=O)c2cc(Cl)c(N)c(Cl)c2)c2ccc(C(F)(F)F)cc2[n+]1[O-] | -6% | 1% | ? | -3% | -2 | -21% | 1 | -0.7 | -3% |
| CCOc1ccc(-c2ccc3nnc(SCC(=O)NCC4CCCO4)n3n2)cc1 (centres undefined) | 6% | -1% | -7% | 3% | -8 | 0% | -5 | -0.5 | -21% |
| Cc1ccc2c(CN3CCCCC3C)cc(=O)oc2c1 (centres undefined) | 6% | 2% | 67%&-24%[activator] | 5% | -6 | -1% | -2&-8 | -1.5 | -11% |
| CN(c1ccccc1)S(=O)(=O)c1cccc(NC(=O)Nc2ccc(Cl)cc2C#N)c1 | 1% | -4% | -18% | 11% | -4 | -7% | -1 | -0.7 | -10% |
| CCOC(=O)c1c(NC(=O)CSc2nnc(-c3ccc(Cl)cc3)o2)sc2c1CCC2 | ? | -4% | 1% | -18% | . | -9% | 4 | . | ? |
| COCCNC(=O)C(OC(=O)c1nsc(Cl)c1Cl)C(C)C (centres undefined) | -15% | -2% | -9% | -2% | 1 | -9% | -7 | -1.1 | 24% |
| Cc1ccc(CN(C)C(=O)CN2C(=O)NC3(CCCc4ccccc43)C2=O)c(C)c1 (centres undefined) | 3% | -3% | ? | 3% | . | 3% | 0 | . | 19% |
| COc1ccc(NC(=O)CSc2nnnn2-c2ccccc2OC)c(OC)c1 | -16% | -3% | 4% | 2% | 12 | -2% | -5 | 0.1 | -8% |
| COC(=O)c1[nH]c2cccc(Cl)c2c1NC(=O)CN1CCCCC1C (centres undefined) | -2% | -3% | 20% | 4% | -4 | 3% | -4 | -1.2 | -3% |
